M4 PAM: positive allosteric modulators of human muscarinic M4 receptor. P08173. CHO-K1 hM4/Gqi5, Fluo-8 calcium fluorescence, ACh EC20; 0% = ACh EC20, 100% = maximal ACh. activation, % at 3 µM. 360,000 tested, 0.4% active. AID 624126;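 active = activation above its plate's cutoff, the mean activation of sample wells plus 3 SD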; also: some results filed as inactive read as strong as hits
M1 PAM: human CHRM1 positive allosteric modulation | P11229 | CHO-K1 hM1, Fluo-8 calcium fluorescence, ACh EC20; 0% = ACh EC20, 100% = maximal ACh | activation, % at 3 µM | 360,000 tested, 0.088% active; in the data active = activation above about 19%, passing the limit was not always enough
CHRM4 agonist: agonists of human muscarinic M4 receptor (CHRM4) | P08173 | CHO-K1 hM4/Gqi5, Fluo-8 calcium fluorescence; vehicle 0%, full acetylcholine response 100% | activation, % at 3 µM | 360,000 tested, 0.14% active;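 active = activation above the run mean over all test wells plus 3 SD, cut at about 32% in these data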;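 also: peak over basal fluorescence ratio per well then scaled between controls; 0% = DMSO wells and 100% = acetylcholine at EC100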
M4 antag: CHRM4 antagonism in calcium assay; P08173; CHO-hM4 cells, ACh EC80, Fluo-8 calcium fluorescence; inhibition, % at 3 µM; 360,000 tested, 0.73% active; AID 624125;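 active = inhibition above its plate's cutoff, the mean inhibition of sample wells plus 3 SD, cut at about 27% in these data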;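 also: 0% = acetylcholine EC80 with DMSO and 100% = DMSO without agonist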
CHRM5 PAM: potentiates acetylcholine response at human M5 receptor; 360,000 tested, 0.3% active; CHO-K1 hM5, Fluo-8 calcium, ACh EC20 PAM; 0% = ACh EC20, 100% = ACh EC100; activation, % at 3 µM; P08912;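 active = activation above the run cutoff, the mean activation of all test compounds plus 3 SD, cut at about 18% in these data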
Target sequence (P08912 whole entry, looked up): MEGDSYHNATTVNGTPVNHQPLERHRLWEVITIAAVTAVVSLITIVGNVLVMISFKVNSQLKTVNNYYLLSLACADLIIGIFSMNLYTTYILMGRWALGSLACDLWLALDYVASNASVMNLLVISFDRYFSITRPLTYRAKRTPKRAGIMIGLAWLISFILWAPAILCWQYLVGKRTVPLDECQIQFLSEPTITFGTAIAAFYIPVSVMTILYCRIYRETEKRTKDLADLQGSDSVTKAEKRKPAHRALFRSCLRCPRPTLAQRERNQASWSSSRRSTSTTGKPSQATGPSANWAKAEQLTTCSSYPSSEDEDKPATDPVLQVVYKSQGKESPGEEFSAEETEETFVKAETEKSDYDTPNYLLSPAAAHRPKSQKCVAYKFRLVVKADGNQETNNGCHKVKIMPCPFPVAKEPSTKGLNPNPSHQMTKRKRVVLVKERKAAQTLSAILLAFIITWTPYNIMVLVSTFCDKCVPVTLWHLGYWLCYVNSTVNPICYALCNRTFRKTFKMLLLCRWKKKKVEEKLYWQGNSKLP
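System – CHO-K1 hM5 cells · Compound – 3 µM, single dose · Incubation – compound preincubation 140 s before EC20 acetylcholine addition · Technique – Fluo-8 calcium fluorescence · Measure – Max/basal fluorescence ratio as % of EC20–EC100 ACh window · Benchmarks – low control EC20 acetylcholine (0%), high control EC100 acetylcholine (100%) · Replication – singlicate, one well per test compound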
CRFBP-R2 agonist: CRF-BP/CRF-R2 complex agonism; HEK293 CRF-R2/CRF-BP, calcium dye fluorescence (FLIPR); percent of saturating CRF peptide response; 350,000 tested, 0.46% active; activation, % at 13.2 µM; AID 588473;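 active = activation of at least 50%, plus an integration ratio under a set limit after plate pattern correction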;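 also: plate controls were neutral control wells without compound for no effect and CRF at EC100 for full effect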
M1 antag: human CHRM1 antagonism. inhibition, % at 3 µM. P11229. AID 588852. CHO-K1 hM1, Fluo-8 calcium fluorescence, ACh EC80 antagonist. 360,000 tested, 1.3% active;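 active = percent inhibition above its own plate's cutoff, namely the mean of that plate's compound wells plus 3 SD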;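 also: peak over basal fluorescence ratio during 140 s after agonist addition; 0% = ACh EC80 plus DMSO and 100% = DMSO alone without agonist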
M5 antag: blocks acetylcholine activation of human M5 receptor | CHO-hM5 cells, Fluo-8 calcium fluorescence, ACh EC80 | inhibition, % at 3 µM | 360,000 tested, 0.59% active;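 active = inhibition above a per-plate cutoff, the mean of that plate's test compounds plus 3 SD, cut at about 27% in these data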;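 also: 0% = acetylcholine EC80 with DMSO and 100% = DMSO without agonist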
M5 ag: agonists of human muscarinic M5 receptor (CHRM5); CHO-K1 hM5 cells, Fluo-8 calcium fluorescence; 0% DMSO wells, 100% maximal acetylcholine response; activation, % at 3 µM; 360,000 tested, 0.19% active;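 active = activation above the run's mean over test compounds plus 3 SD, cut at about 23% in these data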;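 also: signal is peak over basal fluorescence ratio across the kinetic read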
Active calls of the source: *; x = not tested or not shown.

SMILES	M4 PAM	M1 PAM	CHRM4 agonist	M4 antag	CHRM5 PAM	CRFBP-R2 agonist	M1 antag	M5 antag	M5 ag
Cc1ccc(S(=O)(=O)N2CCN(S(=O)(=O)c3ccccc3Br)CC2)cc1	4	2	0	-6	2	-1.3	-5	-3	0
COc1ccc(S(=O)(=O)N2CCOCC2)cc1NC(=O)CN1CCC(Cc2ccccc2)CC1	-10	-2	0	2	-11	2.0	-3	3	-5
NC1=NC(=O)C(CC(=O)NCc2ccccc2)S1 (centres undefined)	-3	-1	0	0	0	0.1	3	-11	-1
COc1ccc(CN2CCN(C(=O)c3cc(-c4cccnc4)nc4ccc(Cl)cc34)CC2)c(OC)c1OC	-17	-22	22	18	-24	-3.0	58*	16	4
Cc1ccc(-n2c(=S)[nH]c3sc4c(c3c2=O)CCc2ccccc2-4)cc1	1	0	0	-9	2	1.5	2	-9	2
CN1C(=S)SC(C)(C)C1(C)NO (centres undefined)	7	13	1	-2	26*	0.0	-9	-12	-1
COc1cccc(N2CCN(C(=O)CCNS(=O)(=O)c3ccc4c(c3)c(=O)n(C)c(=O)n4C)CC2)c1	-5	7	2	0	-2	0.0	-7	6	-5
CCN1CCN(c2ccc(NC(=O)c3cccc(N4CCCC4=O)c3)cc2)CC1	0	-1	0	6	-2	-0.5	-1	7	-5
CC(=O)c1cccc(NC(=O)c2ccc(-n3cncn3)c3ccoc23)c1	0	7	6	-7	2	x	7	-9	3
COc1ccc(C(=O)Nc2ccc(O)cc2C(=O)O)cc1	-2	7	-1	1	-7	2.6	-3	3	-3
Fc1ccccc1OCCCN1CCOCC1	-6	1	0	-3	0	-0.6	-1	-5	-2
Brc1ccc2[nH]ncc2c1	5	2	3	8	7	-1.1	-7	-8	1

Compound profiles, from the list above:
COc1ccc(S(=O)(=O)N2CCOCC2)cc1NC(=O)CN1CCC(Cc2ccccc2)CC1 is listed with M4 PAM = -10; M1 PAM = -2; CHRM4 agonist = 0; M4 antag = 2; CHRM5 PAM = -11; CRFBP-R2 agonist = 2.0; M1 antag = -3; M5 antag = 3; M5 ag = -5
CCN1CCN(c2ccc(NC(=O)c3cccc(N4CCCC4=O)c3)cc2)CC1 is listed with M4 PAM = 0; M1 PAM = -1; CHRM4 agonist = 0; M4 antag = 6; CHRM5 PAM = -2; CRFBP-R2 agonist = -0.5; M1 antag = -1; M5 antag = 7; M5 ag = -5
COc1ccc(CN2CCN(C(=O)c3cc(-c4cccnc4)nc4ccc(Cl)cc34)CC2)c(OC)c1OC is listed with M4 PAM = -17; M1 PAM = -22; CHRM4 agonist = 22; M4 antag = 18; CHRM5 PAM = -24; CRFBP-R2 agonist = -3.0; M1 antag = 58*; M5 antag = 16; M5 ag = 4

Going on with the list:
SMILES	M4 PAM	M1 PAM	CHRM4 agonist	M4 antag	CHRM5 PAM	CRFBP-R2 agonist	M1 antag	M5 antag	M5 ag
COCCCNC(=O)CCc1nc2cccnc2n1Cc1ccccc1	2	-1	1	-6	-3	0.7	3	-2	-3
COC(=O)C[C@@H]1CC[C@H](NS(=O)(=O)c2ccccc2F)[C@@H](CO)O1	5	x	2	4	-5	x	x	10	-1
CCc1ccc(NC2CC(=O)N(c3ccc(OC)cc3OC)C2=O)cc1 (centres undefined)	8	-1	5	-9	1	-2.1	-6	0	-1
CCN(c1cccc(C)c1)S(=O)(=O)c1ccc2c(c1)oc(=O)n2C	1	10	1	-5	1	0.2	-7	5	-7
NC(CO)c1csc(Nc2ccc(C(=O)c3ccccc3)cc2)n1 (centres undefined)	-2	-1	1	-7	-4	x	-1	3	0
Cn1c(=O)n(C)c2cc(NC(=O)CSc3nnc(-c4ccccc4O)n3-c3ccccc3)ccc21	-1	5	5	-13	-1	0.2	-4	-6	-1
FC(F)Oc1ccc(NC(=S)NCc2ccco2)cc1Cl	-19	-5	12	8	-20	-0.8	17	18	-2
CC(=O)SCCC(=O)N1C(C)CCCC1C(=O)O (centres undefined)	5	5	0	-3	7	-1.0	-5	-7	0
Cc1ccc2ccccc2c1CSc1nc(N)nc2c1ncn2CC(C)C	-3	-8	6	5	-23	6.1	14	13	-2
Cc1ccccc1S(=O)(=O)N1[C@@H](c2ccc(Br)cc2)C(C(=O)O)=CC[C@H]1c1ccc(Cl)cc1	2	2	4	-8	0	-1.2	-7	-4	-2
Cn1cccc1/C=C1\SC(=O)N(c2ccccc2)C1=O	17	1	4	3	4	7.6	3	-3	-1
CCC(=O)Nc1ccc(S(=O)(=O)Nc2cccc(C)c2)cc1OC	-2	8	0	18	-2	0.4	-5	2	-2
O=C(COC(=O)CCSc1ccc(Cl)cc1)NCCc1ccccc1	-3	-1	1	-2	-2	-1.6	8	2	0
O=C(CCCOc1ccc(Cl)cc1)Nc1cccc(C(=O)O)c1	-1	6	0	0	3	-2.1	-1	4	-4
CC1=C(C(=O)Nc2ccccn2)C(c2ccc3c(c2)OCO3)C2=C(CC(C)(C)CC2=O)N1 (centres undefined)	7	1	1	-10	-3	-0.7	-7	-9	-4
CC(=O)c1ccc(NC(=O)CCc2nnc3ccc(N4CCCC4)nn23)cc1	-8	-1	0	11	-7	-2.0	0	18	-2
CCCNC(=O)c1ccccc1C(=O)NC1(C(=O)NCCC)CCCC1	-4	4	0	2	-5	-0.8	-6	-5	-2
CC(=O)N1N=C(N)SC1(C)C	1	7	1	-2	4	-1.1	-13	1	0
Cc1ccc(NC(=S)c2ccncc2)c(C)c1	2	7	1	1	0	-0.1	-6	6	-3
CN(C)S(=O)(=O)c1cccc(-c2nnc(SCC(=O)NCCCCCC(=O)O)n2-c2ccc(F)cc2)c1	25*	12	4	-6	-5	1.9	7	-1	-6
COc1cccc(C2c3[nH]c4ccccc4c3C[C@H]3C(=O)N(c4ccccc4C(=O)NCCCN4CCOCC4)C(=O)N23)c1 (some centres undefined)	-8	-1	8	-3	-4	0.0	-4	9	0
CCOC(=O)C1CCN(S(=O)(=O)Cc2ccccc2)C1=O (centres undefined)	6	1	1	-3	3	-2.3	10	1	2
COc1ccc(-c2cnc(SCC(=O)Nc3ccc4c(c3)OCO4)n2Cc2ccco2)cc1	-12	-12	5	4	-19	-2.6	5	22	0
COc1cccc(C(=O)N(C)CC(=O)Nc2cccc3ccccc23)c1	15	12	1	-25	6	0.0	-9	4	-3
Fc1ccc(-c2nnc(-c3ccc(Cl)cc3Cl)o2)cc1	7	3	1	-30	3	-0.9	-7	-4	-3
C/C(=N\NC(=O)c1ccc(-c2ccccc2)cc1)c1cccc(N)c1	-1	2	2	0	3	-1.1	2	1	-3
CN(O)/C=C/C(=O)c1ccc(Br)cc1	9	3	1	1	8	0.2	-6	-2	-2
CC(=O)Nc1ccc(C(=O)Cn2nnc3ccccc3c2=O)cc1	5	7	0	-8	-2	-1.1	-14	3	0
CC(C)(C)c1ccc(-c2n[nH]c(=S)n2/N=C/c2ccncc2)cc1	10	9	0	-11	2	-5.0	-11	-3	-7
CCN(CC)c1ccc(NS(=O)(=O)c2cn(C)c(=O)n(C)c2=O)c(C)c1	3	4	0	-7	0	-3.7	-8	3	1
CCCn1nnnc1NC(=O)c1ccc2ccccc2c1	9	15	0	-7	4	-4.0	-13	-2	-2
CCc1ccc(NC(=O)c2ccccc2Br)cc1	-1	2	0	5	-2	1.2	9	7	-7
COc1ccc(-c2c[n+]3c(n2-c2ccccc2)SCC3)cc1	-12	-23	0	22	6	-0.9	62*	0	-17
CCOC(=O)Cc1nnc(NC(=O)C23CC4CC(CC(C4)C2)C3)s1	-17	-1	11	-4	-13	-0.5	6	8	4

Reformatted with each value named: entries from further up.
> CN(O)/C=C/C(=O)c1ccc(Br)cc1
  M4 PAM = 9; M1 PAM = 3; CHRM4 agonist = 1; M4 antag = 1; CHRM5 PAM = 8; CRFBP-R2 agonist = 0.2; M1 antag = -6; M5 antag = -2; M5 ag = -2
> CC(=O)Nc1ccc(C(=O)Cn2nnc3ccccc3c2=O)cc1
  M4 PAM = 5; M1 PAM = 7; CHRM4 agonist = 0; M4 antag = -8; CHRM5 PAM = -2; CRFBP-R2 agonist = -1.1; M1 antag = -14; M5 antag = 3; M5 ag = 0
> CC(C)(C)c1ccc(-c2n[nH]c(=S)n2/N=C/c2ccncc2)cc1
  M4 PAM = 10; M1 PAM = 9; CHRM4 agonist = 0; M4 antag = -11; CHRM5 PAM = 2; CRFBP-R2 agonist = -5.0; M1 antag = -11; M5 antag = -3; M5 ag = -7

Quoted from the listing:
Under CHRM4 agonist, CCCn1nnnc1NC(=O)c1ccc2ccccc2c1 has 0
Under M4 antag, CCOC(=O)Cc1nnc(NC(=O)C23CC4CC(CC(C4)C2)C3)s1 has -4
Under CHRM4 agonist, C/C(=N\NC(=O)c1ccc(-c2ccccc2)cc1)c1cccc(N)c1 has 2

Screening data: PubChem, several laboratories
